From PubChem
Tb PYK inh – inhibitors of Trypanosoma brucei pyruvate kinase; Q57TT1; TbPYK enzyme, Kinase-Glo Plus ATP luminescence, 45 min; Potency, µM (top dose mostly 76.8 µM), for inactives: top-dose activity, negative = inhibition, hits mostly inhibitors; 0.12% of 410,000 active; AID 624173; further: potency means the concentration at half of the fitted maximal effect; nearly all actives have a fitted effect of over 50% in size
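Luminescence from Kinase-Glo Plus, added after a 45-minute room-temperature reaction, served as the end-point read-out. The enzyme and substrate were preincubated with compound before ADP (130 uM final) initiated turnover. Concentration-effect curves came from normalized qHTS data.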
AmpC no deterg – blocks E. coli AmpC beta-lactamase in detergent-free assay; AmpC nitrocefin hydrolysis, absorbance 480 nm, 0.0001% Triton; 0.52% of 330,000 active; P00811; Potency, µM (highest dose often 57.1 µM), without a hit: top-dose activity change, negative = inhibition, actives largely listed as inhibitors;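 further: potency means the concentration at half of the fitted maximal effect; plate controls were no compound for no effect and no enzyme for full effect; nearly all actives have a fitted effect of over 20% in size; some results filed as inactive show a strong effect at the top dose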
Target sequence (P00811 whole entry, looked up): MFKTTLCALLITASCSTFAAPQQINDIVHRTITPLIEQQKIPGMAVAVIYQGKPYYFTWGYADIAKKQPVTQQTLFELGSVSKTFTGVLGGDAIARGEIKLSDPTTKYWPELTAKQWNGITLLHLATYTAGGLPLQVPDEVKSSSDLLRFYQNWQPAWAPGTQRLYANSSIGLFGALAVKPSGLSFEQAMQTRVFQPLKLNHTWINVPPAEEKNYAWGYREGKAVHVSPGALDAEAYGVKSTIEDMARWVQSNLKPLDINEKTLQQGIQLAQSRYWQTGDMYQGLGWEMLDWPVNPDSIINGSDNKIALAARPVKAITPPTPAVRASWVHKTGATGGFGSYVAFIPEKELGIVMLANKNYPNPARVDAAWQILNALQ
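AmpC (5.3 nM in the dispensed reagent) in 20 mM phosphate pH 7.0 with 0.01% (detergent screen) or 0.0001% Triton X-100 was preincubated with compounds for 15 min at room temperature. Nitrocefin was then added from an 800 uM solution, and hydrolysis was followed at 480 nm.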
Sm TGR inh – S. mansoni TGR enzyme inhibition. Q962Y6. purified TGR, DTNB reduction, TNB absorbance 405 nm. Potency, µM (highest dose often 114 µM), without a hit: at the highest dose activity change, negative = inhibition, hits mostly inhibitors. 3% of 360,000 active. AID 485364; further: potency means the concentration at half of the fitted maximal effect; nearly all actives have a fitted effect of over 60% in size
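Kinetic colorimetric format: TGR-catalysed, NADPH-driven DTNB reduction monitored via TNB absorbance. Enzyme dispensed at 20 nM; compound exposure 15 min at room temperature before reaction start.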
LmPK inh – LmPK (Leishmania mexicana) enzyme inhibition; Q27686; purified LmPK, Kinase-Glo ATP luminescence, 1 h; Potency, µM (doses to about 57.5 µM), without a hit: at the highest dose activity change, negative = inhibition, hits mostly inhibitors; 0.37% of 290,000 active; AID 1721; further: potency means the concentration at half of the fitted maximal effect
Target sequence (Q27686 whole entry, looked up): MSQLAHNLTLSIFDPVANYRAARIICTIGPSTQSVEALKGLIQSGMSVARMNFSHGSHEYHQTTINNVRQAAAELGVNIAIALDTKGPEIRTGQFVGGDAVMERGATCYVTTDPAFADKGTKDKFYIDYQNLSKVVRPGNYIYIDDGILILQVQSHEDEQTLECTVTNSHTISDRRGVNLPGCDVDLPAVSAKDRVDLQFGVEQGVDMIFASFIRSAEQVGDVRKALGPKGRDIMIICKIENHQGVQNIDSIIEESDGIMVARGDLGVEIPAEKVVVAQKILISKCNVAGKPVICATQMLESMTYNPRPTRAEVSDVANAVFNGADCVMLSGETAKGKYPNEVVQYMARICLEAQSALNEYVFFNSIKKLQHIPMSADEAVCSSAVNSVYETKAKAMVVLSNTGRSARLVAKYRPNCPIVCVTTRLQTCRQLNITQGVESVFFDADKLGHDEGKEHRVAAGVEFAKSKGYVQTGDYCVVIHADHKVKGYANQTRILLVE
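Screened at intermediate enzyme activity to detect both inhibitors and activators: LmPK at 0.1 nM, with a 0.5 nM enzyme column as activation reference. PEP 0.5 mM, ADP 0.1 mM; ATP detected by luminescence after 1 h.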
HCMV inh – blocks human cytomegalovirus replication; HFF cells, HCMV-luciferase reporter, 72 h; hits give low values; activity change, negative = inhibition, % at 57.5 µM; 4.5% of 410,000 active; in the data active means activity change below about -60%; inconclusive means no clear call, values can overlap the other calls; inactive means above about -39%
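Two compound doses tested in HFFs infected with HCMV-luciferase, MOI 1 PFU/cell, 72 h at 37C. Lysate luminescence read with OneGlo; data normalized against buffer-only and 10uM Salinomycin inhibitor controls.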
AMA1 RON2 block – disrupts binding of P. falciparum AMA1 to RON2; Potency, µM (doses to about 58.2 µM), without a hit: at the top dose activity change, negative = inhibition, usual class: inhibitors; 0.2% of 360,000 active; AlphaScreen AMA1-biotinylated RON2 peptide binding; AID 720542;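 further: potency means the concentration at half of the fitted maximal effect; 0% = vehicle wells and -100% = peptide control; nearly all actives have a fitted effect of over 45% in size; some results filed as inactive show a strong effect at the top dose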
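AMA1 (3D7) with his tag at 25 nM final met compounds first, then biotinylated RON2 peptide at 25 nM; detection used donor plus acceptor beads, 10 µg/mL apiece, read by AlphaScreen after 30 min at room temperature.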
AmpC detergent – AmpC beta-lactamase inhibition with detergent present; AmpC hydrolysis of nitrocefin, absorbance 480 nm, 0.01% Triton; 0.041% of 370,000 active; P00811; Potency, µM (highest dose often 114 µM), without a hit: top-dose activity change, negative = inhibition, hits mostly inhibitors;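 further: potency means the concentration at half of the fitted maximal effect; 0% = no-compound wells and -100% = no-enzyme wells; nearly all actives have a fitted effect of over 25% in size; some results filed as inactive show a strong effect at the top dose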
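20 mM phosphate pH 7.0 + 0.01% (detergent screen) or 0.0001% Triton X-100; 5.3 nM AmpC reagent; cpd preinc 15 min RT; nitrocefin (800 uM stock) to start; A480 q20 s × 4 min; Activity was normalised to no-enzyme and no-compound control wells.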
The depositor's hits bear a star; u = inconclusive; x = not tested or not shown; [ ] = remark or other dose. Unless noted, the call rests on the fitted dose curve; in most records, active means well fitted curve in the direction sought with a large enough effect; inconclusive means small, poorly fitted or top-dose-only effect, or another doubt; inactive means no such curve, though single readings can be large; an effect the other way counts as inactive or inconclusive. Unless noted, on the % scale 0 is the no-effect control and ±100 the full control effect.

| # | SMILES | Tb PYK inh | AmpC no deterg | Sm TGR inh | LmPK inh | HCMV inh | AMA1 RON2 block | AmpC detergent |
| --- | --- | --- | --- | --- | --- | --- | --- | --- |
| 1 | Cc1ccc(NC(=O)Cn2c(=O)n(Cc3ccco3)c(=O)c3ccc(C(=O)NC4CCCC4)cc32)c(C)c1 | 2% | x | 2% | x | -12 | x | 3% |
| 2 | O=C(NCc1ccncc1)C1COc2ccccc2O1 (centres undefined) | -1% | -14% | 6% | -4% | 0 | 5% | u |
| 3 | COc1ccc(CC(=O)NNC(=O)c2ccc(SCc3cc(F)ccc3F)c([N+](=O)[O-])c2)cc1 | -13% | -23% | 5% | 1% | -38 | 42%[activator] | -1% |
| 4 | Cc1nn(C)c(NC(=O)c2ccc(Cl)cc2)c1Cl | 4% | 1% | 17% | 1% | -27 | 5% | 1% |
| 5 | CC(=O)c1cccc(NC(=O)Cc2cccs2)c1 | -1% | -34% | -34% | 1% | 22 | 0% | -11% |
| 6 | CCn1c(C(O)c2ccc3c(c2)OCO3)nc2ccccc21 (centres undefined) | 0% | -2% | 4% | 3% | -35 | -2% | 8% |
| 7 | CCCCNS(=O)(=O)CCNCc1ccco1 | 3% | -9% | x | x | 21 | 0% | x |
| 8 | CCCCC(=O)NCc1nc2cccnc2n1Cc1ccc(OC)cc1 | 1% | x | -1% | x | u | x | 1% |
| 9 | CC(=O)Nc1ccc(S(=O)(=O)NC(=O)C23CC4CC(CC(C4)C2)C3)cc1 | -2% | -20% | -2%[11.4 µM] | -1% | -23 | 16% | -8% |
| 10 | O=c1cc(-c2ccc(Br)cc2)[nH][nH]1 | 1% | -47% | x | 2% | -31 | 26% | 2% |
| 11 | O=C(Nc1ccc(Br)cc1Cl)c1ccc2c(=O)n3c(nc2c1)CCC3 | -7% | 139%[activator] | -7% | x | 12 | -13% | -10% |
| 12 | Cc1ccc(C)c(NC(=O)C2CCN(c3cc(C)nc4c(-c5ccc(Cl)cc5)c(C)nn34)CC2)c1 | 3% | x | 6% | x | 5 | x | 2% |
| 13 | COc1ccc(C(=O)NC(=O)CSc2nc3nc(C)cc(C)n3n2)cc1 | -5% | -26% | x | x | 3 | 6% | x |
| 14 | O=C(O)c1cc(NN=Nc2ccc(Br)cc2)cc([N+](=O)[O-])c1 | 3% | -33% | 4% | 17% | -3 | -5% | 7% |
| 15 | COc1ccc(C(CNC(=O)c2cccnc2SC)N2CCOCC2)cc1 (centres undefined) | 10% | -11% | -26% | 1% | 2 | 4% | -11% |
| 16 | CCC(=O)c1cc2c(cc1NC(=O)C(C)C)OCCO2 | -4% | -33% | -15% | 4% | -24 | 8% | u |
| 17 | CC1=CCC(C(=O)N/N=C/c2cccs2)C(c2ccc(F)cc2)C1 (centres undefined) | 1% | -22% | 5% | 11% | -38 | 5% | -1% |
| 18 | CCOc1ccc(NC2=NC(C)(C)N=C(N)N2)cc1 | 4% | -24% | 15% | -3% | -10 | -9% | -12% |
| 19 | CC(=O)c1c(C)oc2ccc(N(C(=O)c3ccncc3)S(=O)(=O)c3ccc(F)cc3C)cc12 | 2% | x | -28% | x | -37 | x | 28% |
| 20 | Clc1ccc(-c2cn3cc(Cl)ccc3n2)cc1 | -1% | -21% | -22% | -13% | -32 | 17% | -8% |
| 21 | Cc1ccccc1NC(=O)N1Cc2ccccc2-n2nncc2C1 | -5% | x | x | x | 8 | 16% | x |
| 22 | C/C(=N\OC(=O)c1ccccc1)c1c(C)nc2cc(C)ccn12 | 3% | -8% | u | 0% | -23 | 9% | u |
| 23 | COc1ccc(OC)c(S(=O)(=O)N2CCC(C(=O)Nc3cccc(C)c3)CC2)c1 | 2% | -4% | -22% | 4% | -61* | 3% | -5% |
| 24 | COC(=O)c1cc(NC(=O)CN(C)Cc2ccccc2)cc(C(=O)OC)c1 | -7% | -1% | -14% | 1% | u | -9% | 4% |
| 25 | O=C(Nc1nnc(C(F)(F)F)s1)c1ccc(N2C(=O)C3C4C=CC(C4)C3C2=O)cc1 (centres undefined) | 0% | 19% | -1% | -8% | 13 | -2% | u |
| 26 | COc1ccc(OC)c(C(=O)c2c(C)oc3cc([N+](=O)[O-])c(O)c([N+](=O)[O-])c23)c1 | -10% | -32% | -12% | 5% | 0 | -8% | 5% |
| 27 | CCc1ccc(NC(=O)C(Cc2ccccc2)NS(=O)(=O)c2ccc3c(c2)c(=O)n(C)c(=O)n3C)cc1 (centres undefined) | 5% | x | -5% | x | 22 | x | -4% |
| 28 | COc1cc(OC)cc(C(C)=O)c1 | -17% | -21% | 9% | 1% | 0 | -3% | u |
| 29 | Cc1ccc2c(CC(=O)N3CCOCC3)coc2c1 | 2% | -6% | x | 2% | 56 | 6% | 2% |
| 30 | COc1ccc(-n2c(=O)c3ccccc3n(CC(=O)c3ccccc3)c2=O)cc1OC | 2% | 1% | -2% | -1% | 9 | -9% | 3% |
| 31 | COC(=O)[C@@]12CCCN1[C@H](c1ccc(-c3ccc(C(C)=O)cc3)c(OC)c1)[C@H]1C(=O)N(C)C(=O)[C@H]12 | -15% | 112%[activator] | -26% | x | 7 | -5% | -9% |
| 32 | CCN(CC(=O)NC1CCS(=O)(=O)C1)S(=O)(=O)c1ccc(Br)cc1 (centres undefined) | -20% | 0% | x | x | -14 | -2% | x |
| 33 | CCN(CC)Cc1c(C(=O)N/N=C/c2cccc3ccccc23)nnn1-c1nonc1N | 8% | -2% | -14% | -2% | 8 | -10% | -6% |
| 34 | CCCN(Cc1cc2cccc(C)c2[nH]c1=O)S(C)(=O)=O | -6% | -3% | -1% | 1% | 39 | 15% | 2% |
| 35 | Nc1cnccc1C(=O)O | -5% | 3% | 0% | -7% | -16 | 5% | 1% |
| 36 | O=C(Nc1cccc2ccccc12)NC1CCCCC1O (centres undefined) | 2% | -2% | -12% | x | -4 | 10% | -11% |
| 37 | CC1CCC(C(C)C)C(OC(=O)Cn2c(-c3ccc(F)cc3)[n+](C)c3ccccc32)C1 (centres undefined) | 4% | 94%[activator] | -2% | -5% | -102* | -11% | -12% |
| 38 | CC(C(=O)c1ccccc1)n1c(N2CCOCC2)nc2c1c(=O)n(C)c(=O)n2C (centres undefined) | -3% | -7% | -4% | -1% | -4 | -2% | -3% |
| 39 | Cc1csc(NC(=O)c2cc3c(s2)-c2ccccc2OC3)n1 | -10% | -55% | -9% | 1% | 18 | 15% | u |
| 40 | CCCc1nnc(NC(=O)CCC(=O)N2CCC(C)CC2)s1 | 21% | 5% | 2% | 0% | 12 | -5% | 0% |
| 41 | Cn1ccnc1SCC(=O)Nc1cccc(S(=O)(=O)N2CCCCC2)c1 | -2% | -27% | 2% | 2% | -36 | -9% | -2% |
| 42 | CCOC(=O)CSc1nnc([C@H](Cc2ccccc2)NC(=O)OC(C)(C)C)o1 | 8% | 25% | 1% | 4% | 5 | 61%[activator] | -7% |
| 43 | CC1=C(C(N)=O)C(c2ccc3c(c2)OCO3)n2nc(-c3cccc(C)c3)nc2N1 (centres undefined) | -1% | -18% | 0.25µM* | 22% | 78 | 9% | 3% |
| 44 | COc1ccccc1NC(=O)NNC(=O)c1ccc2ccccc2c1O | 0% | -41% | 1% | 6% | -20 | 49%[activator] | u |
| 45 | CCCn1cnc2cc(NCc3ccccc3O)ccc21 | -9% | -32% | -11% | -12% | 2 | 3% | 2% |
| 46 | COc1cc(NS(=O)(=O)c2ccc(NC(=O)c3ccc(S(=O)(=O)N4CCCCC4)cc3)cc2)ncn1 | -6% | -30% | -4% | -2% | 9 | 9% | 0% |
| 47 | CCOC(=O)[C@@H]1[C@H]2COc3ccccc3[C@@H]2N2C(=O)N(c3ccc(F)cc3)C(=O)[C@]12C | -2% | x | x | x | 3 | 5% | x |
| 48 | CCOC(=O)c1c(C)[nH]c(C)c1S(=O)(=O)NCC(=O)Nc1ccc(CC)cc1 | 0% | x | 4% | x | -10 | x | 3% |
